CHT block = inhibitors of human choline transporter CHT. High affinity choline transporter 1 (Homo sapiens), Q9GZV3. CHT-expressing cells, membrane potential dye, choline response; stronger effect = lower value. B-score at 10 µM. 310,000 tested, 0.86% active;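 active means B-score over 3 SD under the library average, and starting fluorescence ratio not unusually high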;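 further: choline stimulus applied at its EC90 after an EC20 pre-addition; B-score computed on integrated fluorescence ratio after choline addition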
Target sequence (Q9GZV3 whole entry, looked up): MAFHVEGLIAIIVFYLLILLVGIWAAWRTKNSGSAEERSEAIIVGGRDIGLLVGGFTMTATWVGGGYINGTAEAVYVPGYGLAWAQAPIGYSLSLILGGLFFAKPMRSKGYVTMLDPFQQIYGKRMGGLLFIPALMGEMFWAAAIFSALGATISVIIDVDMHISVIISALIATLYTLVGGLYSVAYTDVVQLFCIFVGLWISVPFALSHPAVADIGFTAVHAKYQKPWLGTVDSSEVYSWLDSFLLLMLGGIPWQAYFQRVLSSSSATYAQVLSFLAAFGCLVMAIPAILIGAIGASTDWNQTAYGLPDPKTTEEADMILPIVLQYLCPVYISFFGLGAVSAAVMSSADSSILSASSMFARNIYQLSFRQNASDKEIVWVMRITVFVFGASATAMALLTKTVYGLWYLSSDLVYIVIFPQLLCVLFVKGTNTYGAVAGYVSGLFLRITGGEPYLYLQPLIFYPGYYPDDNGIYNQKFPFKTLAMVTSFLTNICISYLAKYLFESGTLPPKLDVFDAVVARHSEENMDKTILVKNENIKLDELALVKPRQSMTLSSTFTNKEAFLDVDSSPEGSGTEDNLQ
Kir21 inh = inhibitors of mouse Kir2.1 inward-rectifier potassium channel | Inward rectifier potassium channel 2 (Mus musculus), P35561 | HEK293-Kir2.1, FluxOR thallium flux fluorescence; stronger effect = lower value | B-score at 10 µM | 310,000 tested, 0.85% active;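 active means fluorescence ratio B-score at or below minus 3 SD of library scores, with starting-brightness B-score within 2 SD, cut at about -4.2 in these data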;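 further: channel flux triggered by added potassium and thallium sulfate stimulus; B-score of peak minus minimum fluorescence over baseline after thallium stimulus; more negative B-score means stronger Kir2.1 block with less thallium influx; some compounds called inactive have numbers as strong as hits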
Target sequence (P35561 whole entry, looked up): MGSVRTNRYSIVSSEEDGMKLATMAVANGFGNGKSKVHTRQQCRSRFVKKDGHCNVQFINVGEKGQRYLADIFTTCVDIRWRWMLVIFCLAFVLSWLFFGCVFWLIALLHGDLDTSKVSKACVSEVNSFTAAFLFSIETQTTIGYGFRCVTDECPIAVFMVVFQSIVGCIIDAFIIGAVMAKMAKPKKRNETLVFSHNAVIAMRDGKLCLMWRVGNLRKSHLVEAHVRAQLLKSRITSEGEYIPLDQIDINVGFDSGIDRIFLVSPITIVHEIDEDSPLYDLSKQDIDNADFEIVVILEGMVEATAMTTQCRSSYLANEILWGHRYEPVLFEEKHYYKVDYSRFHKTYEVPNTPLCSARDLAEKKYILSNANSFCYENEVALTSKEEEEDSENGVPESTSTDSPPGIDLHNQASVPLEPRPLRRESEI
* marks the source's active call; other numbers are inactive results; i = inactive; . = no result given.

CHT block	Kir21 inh	Structure
i	-0.65	COc1ccc(N2CCN(C(C)C(=O)N3CCCC3)CC2)cc1 (stereo not given)
i	0.06	O=c1[nH]c(C2CCN(S(=O)(=O)Cc3ccccc3)CC2)nc2c1nnn2Cc1cccc(Cl)c1
i	-1.6	COc1ccc(/C=N/n2cncn2)cc1Cn1cc([N+](=O)[O-])cn1
i	-0.04	c1ccc(-c2ccccc2OCCCN2CCOCC2)cc1
i	-0.73	COc1ccc(C2OC(=O)CC2C(=O)NC(C)C)cc1 (stereo not given)
i	0.45	COc1ccc(-c2cc(C)no2)cc1S(=O)(=O)N1CC(=O)Nc2ccccc21
i	0.99	CC(=O)N1CC2(NC(=O)c3ccccc3N2)c2ccccc21 (stereo not given)
i	-0.01	Cc1ccc(C(=O)NCCCNC(=O)c2ccc(C)nc2)cc1
i	0.13	Clc1ccc2nc(N3CCN(c4ccccc4)CC3)sc2c1
i	-0.05	CCOC(=O)c1nnn(-c2nonc2N)c1CN(C)C1CCCCC1
i	0.34	CCc1nnc(NS(=O)(=O)c2ccc(NCc3cc(Cl)cc(Cl)c3O)cc2)s1
i	2	O=C(Nc1ccccc1F)Oc1cccc(OC(=O)Nc2ccccc2F)c1
i	-0.55	CCCCC(C(=O)NC(C)c1ccccc1)C(=O)NC(C)c1ccccc1 (stereo not given)
i	0.06	CCOc1ccc(NC(=O)CN(C)C(=O)C2(c3ccccc3)CC2)cc1OCC
i	1	COc1cc(-c2n[nH]c(=S)n2-c2cc(C(F)(F)F)ccc2Cl)cc(OC)c1OC
i	-1.1	COc1ccc(-c2cc(C(=O)N3CCN(c4ccccc4O)CC3)c3ccccc3n2)cc1OC
i	-0.65	Cc1c(NC(=O)CSc2nnc(-c3cccc(Cl)c3)o2)c(=O)n(-c2ccccc2)n1C
i	-1.4	COc1ccc(Cc2nnc(SCC(=O)c3ccc4c(c3)OCO4)o2)cc1
i	0.03	NC(=O)c1ccsc1NC(=O)COC(=O)c1cc(=O)[nH]c2ccccc12
i	0.38	O=C(CN(Cc1ccccc1Cl)C(=O)c1csnn1)NCc1ccccc1
i	-1.9	CC(C)N(CCNC(=O)C1CCC(=O)N1Cc1ccc(F)cc1)Cc1ccccc1 (stereo not given)
i	-1.2	COc1ccc(CNC(=O)C2CCCN(S(=O)(=O)N3CC(C)CC(C)C3)C2)c(OC)c1 (stereo not given)
i	-1	Cc1oc(-c2ccccc2)nc1Cn1cccc1C1=NC(c2ccccc2)CO1 (stereo not given)
i	.	COc1ccc(NC(=O)c2ccc(-c3ccc(-c4noc(C)n4)cc3C)cc2)cc1N1CCN(C)CC1
i	2	Cc1ccc2c(n1)sc1c(N)ncnc12
i	-2	COc1cc(CNCC(C)C)cc(Br)c1OCC(=O)Nc1ccccc1
i	0.04	Cn1cc(C(=O)N2CCN(c3ccccc3)CC2)c(=O)c2cc(S(=O)(=O)N3CCOCC3)ccc21
i	-0.29	COc1ccc(OCC(N)=O)cc1
i	0.13	CCc1nnc(NS(=O)(=O)c2ccc(NC(=O)Nc3ccc(OC)cc3)cc2)s1
i	-0.43	COC(=O)c1ccccc1COn1c(=O)c[n+]([O-])c2ccccc21
.	-0.06	Cc1nn(-c2ncc(C(F)(F)F)cc2Cl)c(=O)n1-c1ccccc1Cl
i	-0.13	CC(=O)N(C)c1ccc(NCc2cc(=O)oc3cc(C)c(O)cc23)cc1
i	0.45	N#CC1=C(N)N(c2ccc(Br)cc2)C2=C(C(=O)CCC2)C1c1cccnc1 (stereo not given)
i	-1.5	O=C(Cc1ccccc1)N/N=C/c1ccc[nH]1
i	0.04	CCCCC(=O)Nc1cccc(-c2ccc3nncn3n2)c1
i	-0.16	CCOC(=O)N1CCN(S(=O)(=O)c2ccc(C(=O)N(CCN(C)C)c3nc4c(C)cccc4s3)cc2)CC1
i	1.2	O=C(N/N=C/c1ccc([N+](=O)[O-])o1)c1cn(-c2ccccc2)nc1-c1ccc(Cl)cc1
i	-1.1	CCC(=O)c1ccc(OCC(O)Cn2nc(C)cc2C)cc1 (stereo not given)
i	-0.91	COCc1nnc(NC(=O)c2ccc3c(c2)OCO3)s1
i	-0.02	CCc1cccc(CC)c1NC(=O)COC(=O)C1(c2ccc(Cl)cc2)CCCC1

Reformatted as labelled records: part of the list above
COc1ccc(CNC(=O)C2CCCN(S(=O)(=O)N3CC(C)CC(C)C3)C2)c(OC)c1 (stereo not given)
  CHT block: i | Kir21 inh: -1.2

CCCCC(=O)Nc1cccc(-c2ccc3nncn3n2)c1
  CHT block: i | Kir21 inh: 0.04

Additional records follow.
CHT block	Kir21 inh	Structure
i	2.6	CSCCC(N=C(NS(=O)(=O)c1ccc(C)cc1)c1ccccc1)C(=O)O (stereo not given)
i	-1.8	Cc1ccc2c(CN3C(=O)NC(C)(c4ccc5c(c4)OCO5)C3=O)cc(=O)oc2c1 (stereo not given)
i	0.57	NC(=O)CC(NC(=O)Cc1cccc2ccccc12)c1ccc(NCc2cc(F)ccc2F)c([N+](=O)[O-])c1 (stereo not given)
i	0.04	NC(=O)c1c(NC(=O)c2ccccc2)sc2c1CCc1ccccc1-2
i	-0.02	Cc1ccc(C)c(-n2c(SCC(=O)O)nc3sc4c(c3c2=O)CCCC4)c1
i	-0.79	Cc1ccc(/C=N/NC(=O)c2nnn(-c3nonc3N)c2CN(C)C2CCCCC2)cc1
i	-2.3	c1ccc2c(c1)nnn2Cc1nnc2sc(-c3ccc4c(c3)OCCO4)nn12
i	0.28	COc1ccc2nc(-c3ccc(F)cc3)sc2c1
i	0	CCOC(=O)c1cn2c(C)cccc2n1
i	0.34	COC(=O)c1cc(OC)ccc1-c1ccc(OC)cc1
i	0.19	N#C/C(=C(/O)c1ccc(Br)s1)c1nc2ccccc2[nH]1
i	2.1	O=S(=O)(NC1=NCCC1)c1ccc(F)cc1F
i	2.3	O=c1[nH]c(N2CCN(Cc3ccc4c(c3)OCO4)CC2)nc2c1CCCC2
i	-1.6	CCN1C(=NCCc2ccccn2)N[C@@H](c2cccc(F)c2)C(C(=O)OC)=C1C
i	0.24	COc1ccc(CCC(=O)Nc2ccc3c(c2)OCCO3)cc1
i	-0.15	CN(C)c1ccc(CNc2ncnc3sccc23)cc1
i	0.04	CC(C)(C)c1ccc(S(=O)(=O)N2CCCCC2C(=O)NCc2ccccn2)cc1 (stereo not given)
i	2.3	O=[N+]([O-])c1cccc2ccc(N3CCOCC3)nc12
i	-1.9	CC(C)(C)OC(=O)N1CCCN(C(=O)Nc2cccc(Cl)c2)CC1
i	0.79	Cc1cc(C)cc(NC(=O)c2ccc(NC(=O)C3C4CC5OC(=O)C3C5C4)cc2)c1 (stereo not given)
i	-0.04	COc1cc(NC(=O)Cn2cnc(S(=O)(=O)N3CCOCC3)c2)cc(OC)c1OC
i	1.2	Cc1ccc(-c2nnc3n2N=C(c2ccccc2Br)CS3)cc1
i	-1.5	COC(=O)C1(C)CC1(c1ccccc1)c1ccccc1 (stereo not given)
i	2.4	COc1ccc(-c2nc3ccccn3c2/N=C/c2ccc(OC)c(OC)c2)cc1O
i	-2.5	CCOC(=O)c1c(-c2ccccc2)csc1NC(=O)CCN1CCOCC1
i	1.9	COc1ccc2c(ccc[n+]2CC(=O)c2ccccc2)c1
i	0.06	COc1ccc(OC)c(-c2cc(C(=O)N/N=C/c3cc(OC)c(OC)cc3OC)c3ccccc3n2)c1
i	0.24	O=C(COC(=O)CNC(=O)c1ccc(Br)o1)Nc1ccccc1OC(F)F
i	-0.02	Cc1cc(Br)ccc1NC(=O)CN1CCN(c2ccccn2)CC1
i	1.1	O=C(O)c1cc(OCc2ccccc2)cc(OCc2ccccc2)c1
i	1.7	O=C(c1cccc(C(F)(F)F)c1)C1CCCN(Cc2ccc(OCCO)cc2)C1 (stereo not given)
i	1.2	CC(Oc1cccc(Cl)c1)C(=O)NCc1ccc(S(N)(=O)=O)cc1 (stereo not given)
i	1.2	COc1ccc(C(=O)NCC(=O)N/N=C/c2cccc(OC(=O)c3ccco3)c2)cc1OC
i	-0.03	CCOC(=O)CNCCC(=O)c1ccc(Br)cc1
i	0.63	CN(C)c1ccc(NC(=O)c2ccc3nsnc3c2)cc1
i	0	COc1nccnc1NS(=O)(=O)c1ccc(NC(=S)NC(=O)c2cccc(F)c2)cc1
i	0.57	CN=C1SC(CC(=O)Nc2ccc(N3CCOCC3)cc2)C(=O)N1C (stereo not given)
i	-0.33	CN(C)S(=O)(=O)c1cccc(NC(=O)Cc2ccc(-c3ccccc3)cc2)c1
i	-0.18	CCCc1ccc(-c2cc(C(=O)NN3CCOCC3)c3ccccc3n2)cc1
i	-2.1	COc1ccccc1CNS(=O)(=O)c1ccc(-c2cc(C)no2)cc1
i	-1.1	NC(=O)C1(N2CCCCC2)CCN(C(=S)Nc2ccc(S(N)(=O)=O)cc2)CC1
i	0.19	CC(=O)COC(=O)CCc1nc2ccccc2[nH]c1=O
i	-0.23	COc1ccc(NC(=O)c2ccc3ccccc3c2OC)cc1
i	-0.24	COc1cccc(C(=O)Nc2ccc(-c3nnc(-c4ccco4)o3)cc2)c1
i	0.24	CN=c1c([N+](=O)[O-])nn(-c2ccc3c(c2)OCCO3)n1O
i	2.4	O=C(COc1ccc(Cl)cc1)Nc1ccc(NC(=O)c2ccco2)cc1
i	-1.2	COC(=O)Cc1ccc(NC(=O)c2ccc(C(C)(C)C)cc2)cc1
i	-1.7	O=C(Nn1c(Cc2cccs2)nc2ccccc2c1=O)c1ccc(F)c(F)c1
i	-2.9	Cc1nnc2ccc(-c3cccc(NS(=O)(=O)c4ccccc4[N+](=O)[O-])c3)nn12
-5.6*	0.54	Cc1ccc(Nc2cc(C)nc3ncnn23)c(Cl)c1
i	-2.8	O=C(c1cccc2ccccc12)N1CCN=C1SCc1ccc([N+](=O)[O-])cc1
i	-0.03	CN(CC(=O)Nc1cccc(F)c1)C(=O)CNS(=O)(=O)c1ccc(N(C)C)c([N+](=O)[O-])c1
i	0.23	Cc1ccc(C(=O)Nc2cccnc2Cl)cc1Cl
i	0.14	Cc1cc(C(F)F)n2ncc(C(=O)N3CCc4ccccc4C3)c2n1
i	-1.9	CCN(CC)CCNCc1ccc(Br)cc1OCC(=O)NCc1ccccc1
i	-0.74	O=C(O)CC(CC(=O)Nc1ccc(N2CCOCC2)cc1)c1ccccc1 (stereo not given)
i	-1.1	COc1cccc(OC)c1OCCCCCCN1CCN(C)CC1
i	2.4	CCc1ccc(/C=C2/Sc3ccccc3N(CC(=O)NCC3CCCO3)C2=O)cc1 (stereo not given)
i	-0.07	Cc1cc(C(=O)OC(C)C(=O)Nc2nc(-c3ccccc3)cs2)c(C)o1 (stereo not given)
i	-0.64	CC1Oc2ccccc2OC1C(=O)Nc1nccs1 (stereo not given)

New compounds follow:
CHT block	Kir21 inh	Structure
i	0.95	Cc1cccc(NC(=O)c2cnn(-c3ccc(F)cc3)c2C2CCNCC2)c1C
i	1.1	COc1ccccc1-n1c(O)c(C=NCc2ccccn2)c2ccccc2c1=O
i	-1.1	CCN(CC)C(=O)C(=O)c1cn(CCOc2ccccc2)c2ccccc12
i	-1.7	Cc1ccc(S(=O)(=O)N2CCCCC2)cc1NC(=O)CN1C(=O)CN(C)C1=O
i	0.09	COc1cccc(CN2CCNC(=O)C2CC(=O)N(C)C2CCCCC2)c1OC (stereo not given)
i	-1.1	O=C(NC(=S)Nc1ccc(S(=O)(=O)N2CCCC2)cc1)C1CCC1
i	-0.73	COC(=O)c1ccc(COc2cc([N+](=O)[O-])cc3cccnc23)o1
i	-1	COC(=O)CN1C(=O)COc2ccc(S(=O)(=O)NCc3ccc(F)cc3)cc21
i	-1.1	O=C(NCc1cccnc1)c1cnc2sccn2c1=O
-5.1*	-0.1	O/N=C/c1ccnc(SCc2ccccc2)n1
i	0.05	CCn1cc(C(=O)N[C@H](C(=O)NCCCN2CCOCC2)C(C)C)c(=O)c2cc3c(cc21)OCO3
i	-1.6	CCOc1ccccc1NC(=O)N1CCCC1C(=O)Nc1ccc(NC(C)=O)cc1 (stereo not given)
i	-0.97	COc1ccc(CC(=O)O/N=C(\N)Cc2ccc(OC)cc2)cc1

Grouped by structure: those above with a Cl atom
CHT block	Kir21 inh	Structure
i	0.06	O=c1[nH]c(C2CCN(S(=O)(=O)Cc3ccccc3)CC2)nc2c1nnn2Cc1cccc(Cl)c1
i	0.13	Clc1ccc2nc(N3CCN(c4ccccc4)CC3)sc2c1
i	0.34	CCc1nnc(NS(=O)(=O)c2ccc(NCc3cc(Cl)cc(Cl)c3O)cc2)s1
i	1	COc1cc(-c2n[nH]c(=S)n2-c2cc(C(F)(F)F)ccc2Cl)cc(OC)c1OC
i	-0.65	Cc1c(NC(=O)CSc2nnc(-c3cccc(Cl)c3)o2)c(=O)n(-c2ccccc2)n1C
i	0.38	O=C(CN(Cc1ccccc1Cl)C(=O)c1csnn1)NCc1ccccc1
.	-0.06	Cc1nn(-c2ncc(C(F)(F)F)cc2Cl)c(=O)n1-c1ccccc1Cl
i	1.2	O=C(N/N=C/c1ccc([N+](=O)[O-])o1)c1cn(-c2ccccc2)nc1-c1ccc(Cl)cc1
i	-0.02	CCc1cccc(CC)c1NC(=O)COC(=O)C1(c2ccc(Cl)cc2)CCCC1
i	-1.9	CC(C)(C)OC(=O)N1CCCN(C(=O)Nc2cccc(Cl)c2)CC1
i	1.2	CC(Oc1cccc(Cl)c1)C(=O)NCc1ccc(S(N)(=O)=O)cc1 (stereo not given)
i	2.4	O=C(COc1ccc(Cl)cc1)Nc1ccc(NC(=O)c2ccco2)cc1
-5.6*	0.54	Cc1ccc(Nc2cc(C)nc3ncnn23)c(Cl)c1
i	0.23	Cc1ccc(C(=O)Nc2cccnc2Cl)cc1Cl
